High-throughput results: PubChem BioAssay, National Center for Advancing Translational Sciences (NCATS)
Epigenetic mod – derepresses silenced GFP locus in mouse C127i cells | Potency, µM (highest dose often 46.1 µM), inactives show top-dose GFP derepression (activation) | mouse C127i GFP locus derepression, cytometry, 30 h | actives 0.09% (n = 68,000); also: % of control where 0% means no effect
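Locus derepression in mouse mammary C127i cells whose integrated CMV-GFP reporter is normally silent; GFP expression after 30 h compound treatment was quantified by counting fluorescent cells.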
HADH2 inh – HADH2 (human) dehydrogenase inhibition. Potency, µM (titrated, usually from 57.1 µM), without a hit: at the highest dose activity change, negative = inhibition, usual class: inhibitors. actives 3.4% (n = 73,000). AID 886. recombinant HADH2, NADH fluorescence, beta-hydroxybutyryl-CoA; also: potency is read from the fitted curve at half-maximal effect; % is scaled to controls: 0 for no effect and ±100 for the full control effect; nearly all actives have a fitted effect of over 60% in size; many of its hits are not listed in these tables
Target sequence (Q99714 whole entry, looked up, one chain of several): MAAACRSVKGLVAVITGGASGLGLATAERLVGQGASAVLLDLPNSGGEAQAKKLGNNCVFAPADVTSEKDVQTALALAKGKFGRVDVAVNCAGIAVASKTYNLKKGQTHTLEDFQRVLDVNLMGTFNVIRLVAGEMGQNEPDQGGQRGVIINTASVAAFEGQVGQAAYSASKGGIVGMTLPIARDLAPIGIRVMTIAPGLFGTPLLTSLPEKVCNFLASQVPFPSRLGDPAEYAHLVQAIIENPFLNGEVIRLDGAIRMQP
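20 nM HADH2 + cpd, 15 min RT; add 1 mM NAD+/90 uM beta-hydroxybutyryl-CoA; kinetic fluorescence 360/450 nm, 4 min. Tris-HCl pH 9.0, 0.01% Tween-20.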
Ub-GFP proteasome – inhibits proteasome, raising ubiquitin-GFP reporter fluorescence; Ubiquitin-GFP reporter cells, proteasome inhibition, GFP fluorescence; response scale: untreated = 0%, 10 µM MG-132 = 100%; 67,000 tested, under 10 active; Potency, µM (series often up to 45.9 µM), for the others: at the top dose activation (GFP accumulation), hits mostly activators; active = well fitted activation curve with a large enough effect, not every such curve was filed as active; inconclusive = small, poorly fitted or top-dose-only effect, or another doubt; inactive = no such curve, though single readings can be large or run the other way; also: potency is read from the fitted curve at half-maximal effect
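GFP accumulation read-out: laser plate cytometry counting ubiquitin(G76V)-GFP-expressing U2OS cells after 4 hr compound exposure at 37 °C. Titrations spanned 46 uM to 2.9 nM; 0% = basal, 100% = 10 uM MG-132; concentration-response curves fitted.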
Hsp90 Hop PPI – changes Hsp90-Hop TPR2A binding signal, up or down | AlphaScreen TPR2A-His6 binding biotin-Hsp90 C-terminal peptide | Potency, µM (doses to about 57 µM), for the others: at the highest dose activity change, negative = inhibition | actives 0.44% (n = 71,000) | AID 595; active = well fitted curve in either direction with a large enough effect; inconclusive = small, poorly fitted or top-dose-only effect, or another doubt; also: potency is read from the fitted curve at half-maximal effect; % is scaled to controls: 0 for no effect and ±100 for the full control effect; many of its hits are not listed in these tables
Pol III holo inh – blocks replication by bacterial DNA polymerase III holoenzyme; reconstituted DNA polymerase III holoenzyme replication, biochemical; Potency, µM (top dose mostly 57.1 µM), for inactives: top-dose activity change, negative = inhibition; actives 0.25% (n = 71,000); AID 603; also: potency is read from the fitted curve at half-maximal effect; % is scaled to controls: 0 for no effect and ±100 for the full control effect
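Reconstituted *E. coli* holoenzyme (0.35 nM Pol III, 1 nM beta, 154 nM SSB, 2 nM primase) was preincubated with compound for 15 min at RT. Synthesis on 1.4 nM ssM13Gori ran 35 min, then was stopped with PicoGreen/EDTA and read as dsDNA fluorescence.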
Fluorescein fluor – compound fluoresces in the fluorescein spectral region; max fluorescein-equivalent concentration, M; actives 0.91% (n = 59,000); Compound autofluorescence, 480/540 nm, fluorescein-equivalent; active compounds read high; in the data active = max fluorescein-equivalent concentration above about 10 nM; inconclusive = between about 1.1 nM and that limit
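Each compound is tested across a concentration series in 100 mM Tris buffer at pH 8.0. After 15 min at room temperature, plates are imaged with 480 nm excitation and 540 nm emission filters, and intensities are converted to fluorescein-equivalent values.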
4MU fluor – 4-MU region autofluorescence; compound autofluorescence, 340/450 nm, 4-MU equivalents; active compounds read high; max dye-equivalent concentration, M; actives 11% (n = 59,000); in the data active = max dye-equivalent concentration above about 10 nM; inconclusive = mostly about 1.1 nM to 9.6 nM
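Intrinsic fluorescence at 340/450 nm (ex/em) was read after 15 min at room temperature in pH 8.0, 100 mM Tris. Each compound concentration expressed as 4-MU-equivalent concentration from a six-point 4-MU standard series on each plate.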
Rhodamine autofl – compound fluoresces in the rhodamine spectral region; Rhodamine-region fluorescence, 547/598 nm, Tris buffer; active compounds read high; max dye-equivalent concentration, M; actives 0.05% (n = 59,000); in the data active = max dye-equivalent concentration above about 11 nM; inconclusive = between about 1.1 nM and that limit
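Intrinsic compound fluorescence, ex 547 / em 598 nm, CCD imager. Tris 100 mM pH 8.0; 15 min RT. Output = rhodamine dye-equivalent concentration at each compound concentration.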
TexasRed autofl – Texas Red region autofluorescence. actives 0.06% (n = 59,000). Compound fluorescence, Texas Red channel, 547/618 nm; active compounds read high. max dye-equivalent concentration, M. AID 587; in the data active = max dye-equivalent concentration above about 10 nM; inconclusive = between about 1.1 nM and that limit
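Texas Red-region profiling: compounds in 100 mM Tris pH 8.0 were read at 547/618 nm after 15 min at room temperature. Intensities were normalized against a six-point Texas Red standard series to give dye-equivalent concentration.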
ALOX15 inhib – inhibitors of human 15-lipoxygenase (ALOX15); P16050; purified 15hLO-1, xylenol orange hydroperoxide absorbance; Potency, µM (titrated, usually from 57.1 µM), inactives show at the top dose activity change, negative = inhibition, hits mostly inhibitors; actives 1.4% (n = 74,000); also: potency is read from the fitted curve at half-maximal effect; % is scaled to controls: 0 for no effect and ±100 for the full control effect; nearly all actives have a fitted effect of over 55% in size
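Quantitative HTS in 25 mM Hepes pH 7.5 containing 0.01% Triton X-100: human 15hLO-1 at 40 nM, arachidonic acid at 50 uM, 6 min turnover. Product quantified via ferrous oxidation/xylenol orange, 573:405 nm absorbance ratio.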
HBB splice mod – hemoglobin beta splicing modulation; actives 0.06% (n = 65,000); Potency, µM (titrated, usually from 46.1 µM), for inactives: top-dose activation, most hits filed as activators; HBB splicing reporter cell assay, activation; EGFP reporter with mutant IVS2-654 intron; response scale: normalised to 500 nM splice-correcting PNA; also: potency is read from the fitted curve at half-maximal effect; 0% is about no effect
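HeLa cells stably expressing EGFP interrupted by mutant beta-globin intron 2 (IVS2-654), 500/well in 2% FCS. Treated with compound for 2 days at 37C. Splicing correction scored as total well GFP intensity (488 nm excitation, 500-520 nm emission); 500 nM antisense PNA served as control.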
* = called active by the depositor; i = inactive; ? = inconclusive; . = no result given; [ ] = remark or other dose. Unless noted, calls follow the shape of the dose curve; as a rule, active = well fitted curve in the direction sought with a large enough effect; inconclusive = small, poorly fitted or top-dose-only effect, or another doubt; inactive = no such curve, though single readings can be large; an effect the other way counts as inactive or inconclusive.

SMILES	Epigenetic mod	HADH2 inh	Ub-GFP proteasome	Hsp90 Hop PPI	Pol III holo inh	Fluorescein fluor	4MU fluor	Rhodamine autofl	TexasRed autofl	ALOX15 inhib	HBB splice mod
N#CCSc1nc2c(c(C3CC=CCC3)c1C#N)CCC2 (stereo unspecified)	1.2%	-16.3%	5.9%	?	-2.9%	i	i	i	i	?	.
O=C(c1cc2ccccc2oc1=O)N1CCSC1c1ccco1 (stereo unspecified)	-1.0%	-5.2%	1.7%	-6.5%	-0.2%	?	i	i	?	4.4%	-0.9%
Cc1cccc2sc(NC(=O)C3CCCN(S(=O)(=O)c4cccc5nonc45)C3)nc12 (stereo unspecified)	?	23.0%	?	-4.2%	0.9%	?	i	i	i	1.8%	3.2%
CCOC(=O)CC(=O)CSc1nc(-c2cccnc2)ccc1C#N	0.0%	?	3.0%	0.4%	-7.1%	?	5.93e-08M*	i	i	-19.7%	-0.1%
O=C(Cn1c(=O)sc2ccccc21)NCc1ccco1	-1.0%	-3.2%	-2.5%	-1.5%	0.6%	i	i	i	i	7.5%	.
COc1ccc(OC)c(C2C3=C(N=C4SCC(=O)N42)c2ccccc2CC3)c1 (stereo unspecified)	-2.2%	?	-13.8%	-9.6%	-4.3%	.	.	.	.	-23.3%	-0.2%[9.22 µM]
CC(=O)Nc1c(C(=O)C2CC2)oc2ccccc12	-2.0%	-13.6%	17.9%	-0.2%	0.8%	?	i	i	i	-18.0%	5.4%[1.84 µM]
Cc1nnc(NC(=O)CCC(=O)NCc2ccco2)s1	-5.7%	-17.0%	1.6%	-5.9%	-4.4%	i	i	i	i	-2.1%	-0.8%
c1ccc(Cn2nnc3c(NCc4ccc5c(c4)OCO5)nc(C4CC4)nc32)cc1	-1.2%	-1.8%	2.6%	-4.6%	-3.3%	i	i	i	i	-10.9%	-8.2%
COC(=O)c1ccc(Cn2c(O)c(N=O)c3ccccc32)o1	2.6%[20.6 µM]	.	.	.	.	i	i	i	i	.	.
CCCn1c(SCC(=O)Nc2ccccc2C(=O)OC)nc2c1c(=O)n(C)c(=O)n2C	-3.1%	3.6%	-4.3%	0.8%	-2.3%	i	i	i	?	5.9%	.
COc1ccc(N2CCN(C(=O)CCN3C(=O)c4ccccc4S3(=O)=O)CC2)cc1	5.8%	1.1%	-7.4%	-1.1%	-5.8%	i	i	i	i	13.1%	-0.2%
CC(C)(C)SCCNC(=O)CN(c1ccc(F)cc1)S(C)(=O)=O	-1.5%	-1.2%[11.4 µM]	13.1%[9.17 µM]	-4.0%[11 µM]	6.6%[11.4 µM]	.	.	.	.	12.7%[11.4 µM]	-2.9%[0.0738 µM]
Cc1c(Cl)cccc1NC(=O)Cn1cccc1	6.1%	-3.2%	-1.0%	-1.2%	0.0%	i	i	i	i	-7.4%	-1.3%
c1csc(CNc2ncnc3nc[nH]c23)c1	.	-5.3%	-6.5%	2.3%	1.5%	.	.	.	.	-17.0%	0.5%
O=C(c1ccco1)N(Cc1cc2ccccc2[nH]c1=O)C1CCCCC1	0.2%	1.7%	-2.6%	2.0%	-2.6%	i	?	i	i	-8.4%	-0.5%
COCCN(CCOC)C(=O)CCn1c(=O)oc2ccccc21	-1.8%	0.3%	18.3%	-0.4%	-5.0%	i	i	i	i	-2.4%	1.4%
COc1ccc(-n2nnnc2SCC(=O)c2ccc(O)c(O)c2)cc1	7.3%	2.6%	3.0%	-3.8%	-2.5%	i	i	i	i	-5.0%	-1.1%

Eleven successive entries from above:
SMILES	Epigenetic mod	HADH2 inh	Ub-GFP proteasome	Hsp90 Hop PPI	Pol III holo inh	Fluorescein fluor	4MU fluor	Rhodamine autofl	TexasRed autofl	ALOX15 inhib	HBB splice mod
Cc1nnc(NC(=O)CCC(=O)NCc2ccco2)s1	-5.7%	-17.0%	1.6%	-5.9%	-4.4%	i	i	i	i	-2.1%	-0.8%
c1ccc(Cn2nnc3c(NCc4ccc5c(c4)OCO5)nc(C4CC4)nc32)cc1	-1.2%	-1.8%	2.6%	-4.6%	-3.3%	i	i	i	i	-10.9%	-8.2%
COC(=O)c1ccc(Cn2c(O)c(N=O)c3ccccc32)o1	2.6%[20.6 µM]	.	.	.	.	i	i	i	i	.	.
CCCn1c(SCC(=O)Nc2ccccc2C(=O)OC)nc2c1c(=O)n(C)c(=O)n2C	-3.1%	3.6%	-4.3%	0.8%	-2.3%	i	i	i	?	5.9%	.
COc1ccc(N2CCN(C(=O)CCN3C(=O)c4ccccc4S3(=O)=O)CC2)cc1	5.8%	1.1%	-7.4%	-1.1%	-5.8%	i	i	i	i	13.1%	-0.2%
CC(C)(C)SCCNC(=O)CN(c1ccc(F)cc1)S(C)(=O)=O	-1.5%	-1.2%[11.4 µM]	13.1%[9.17 µM]	-4.0%[11 µM]	6.6%[11.4 µM]	.	.	.	.	12.7%[11.4 µM]	-2.9%[0.0738 µM]
Cc1c(Cl)cccc1NC(=O)Cn1cccc1	6.1%	-3.2%	-1.0%	-1.2%	0.0%	i	i	i	i	-7.4%	-1.3%
c1csc(CNc2ncnc3nc[nH]c23)c1	.	-5.3%	-6.5%	2.3%	1.5%	.	.	.	.	-17.0%	0.5%
O=C(c1ccco1)N(Cc1cc2ccccc2[nH]c1=O)C1CCCCC1	0.2%	1.7%	-2.6%	2.0%	-2.6%	i	?	i	i	-8.4%	-0.5%
COCCN(CCOC)C(=O)CCn1c(=O)oc2ccccc21	-1.8%	0.3%	18.3%	-0.4%	-5.0%	i	i	i	i	-2.4%	1.4%
COc1ccc(-n2nnnc2SCC(=O)c2ccc(O)c(O)c2)cc1	7.3%	2.6%	3.0%	-3.8%	-2.5%	i	i	i	i	-5.0%	-1.1%

A portion of the library (hit frequency here may not be typical).
